# Screening results from PubChem.
# KDM5B inh: inhibitors of human KDM5B histone demethylase | Q9UGL1 | KDM5B demethylase, FDH-coupled NADH fluorescence (FDH is formaldehyde dehydrogenase) | Potency, µM (series often up to 57.7 µM), without a hit: top-dose activity change, negative = inhibition, most hits filed as inhibitors | 2.6% of 220,000 active; active = well fitted inhibition curve with a large enough effect; inconclusive = small, poorly fitted or top-dose-only effect; inactive = no such curve, though single readings can be large or run the other way; also: 0% is about no effect; nearly all actives have a fitted effect of over 70% in size
# Target sequence (Q9UGL1 whole entry, looked up): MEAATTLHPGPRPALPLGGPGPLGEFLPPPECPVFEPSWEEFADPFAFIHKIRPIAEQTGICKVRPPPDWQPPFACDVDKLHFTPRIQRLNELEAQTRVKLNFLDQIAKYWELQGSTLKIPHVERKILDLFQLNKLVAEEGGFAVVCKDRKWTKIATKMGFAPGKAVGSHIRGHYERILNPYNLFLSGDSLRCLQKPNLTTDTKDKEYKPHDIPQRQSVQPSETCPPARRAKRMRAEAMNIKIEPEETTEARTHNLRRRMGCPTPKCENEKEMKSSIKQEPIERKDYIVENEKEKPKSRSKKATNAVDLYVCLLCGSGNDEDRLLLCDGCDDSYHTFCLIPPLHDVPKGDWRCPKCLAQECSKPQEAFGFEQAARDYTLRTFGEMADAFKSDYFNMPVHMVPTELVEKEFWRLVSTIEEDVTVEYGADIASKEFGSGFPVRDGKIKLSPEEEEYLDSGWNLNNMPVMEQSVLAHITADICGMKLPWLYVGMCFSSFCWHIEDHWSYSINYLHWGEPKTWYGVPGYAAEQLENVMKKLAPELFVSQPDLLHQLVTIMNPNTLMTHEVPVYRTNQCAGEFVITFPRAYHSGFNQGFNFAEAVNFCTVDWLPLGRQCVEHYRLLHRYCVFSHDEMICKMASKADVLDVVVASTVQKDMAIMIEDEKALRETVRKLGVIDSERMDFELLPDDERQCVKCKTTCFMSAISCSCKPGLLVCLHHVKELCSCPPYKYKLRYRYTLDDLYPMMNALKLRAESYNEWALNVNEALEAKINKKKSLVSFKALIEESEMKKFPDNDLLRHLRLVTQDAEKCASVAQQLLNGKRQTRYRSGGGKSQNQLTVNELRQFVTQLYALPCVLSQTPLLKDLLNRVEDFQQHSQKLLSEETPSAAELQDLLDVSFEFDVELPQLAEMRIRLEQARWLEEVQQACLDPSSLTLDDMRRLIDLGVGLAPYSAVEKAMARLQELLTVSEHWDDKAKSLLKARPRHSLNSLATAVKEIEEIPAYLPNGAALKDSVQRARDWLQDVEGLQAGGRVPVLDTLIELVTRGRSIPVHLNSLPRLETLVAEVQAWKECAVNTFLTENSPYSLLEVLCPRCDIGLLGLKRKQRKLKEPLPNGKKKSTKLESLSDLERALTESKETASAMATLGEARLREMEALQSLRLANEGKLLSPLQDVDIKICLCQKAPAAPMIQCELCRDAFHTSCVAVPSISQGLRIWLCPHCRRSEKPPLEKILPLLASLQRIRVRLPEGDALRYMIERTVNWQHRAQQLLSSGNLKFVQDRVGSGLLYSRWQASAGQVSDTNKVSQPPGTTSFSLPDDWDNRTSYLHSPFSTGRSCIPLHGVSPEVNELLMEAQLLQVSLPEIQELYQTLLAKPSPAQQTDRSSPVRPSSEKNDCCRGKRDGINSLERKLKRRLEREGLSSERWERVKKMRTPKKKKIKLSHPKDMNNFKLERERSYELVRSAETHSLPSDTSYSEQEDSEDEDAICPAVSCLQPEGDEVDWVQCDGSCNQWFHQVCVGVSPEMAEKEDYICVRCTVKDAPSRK
#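 Here, H3K4me3 peptide (12.5 µM in substrate mix) is demethylated by KDM5BΔAP, 200 nM final, after 10 min compound exposure. Formaldehyde product is coupled through FDH (0.25 U/mL in mix) to NADH fluorescence; 30-min ΔRFU feeds dose-response curves.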
# * = called active by the depositor; ? = inconclusive; [ ] = remark or other dose. Potency is read from the fitted curve at half-maximal effect. An excerpt, so the mix of outcomes need not match the whole.
SMILES,KDM5B inh
FC(F)(F)c1cccc(-c2nnn3c2nc(NC2CCCCC2)c2ccccc23)c1,?
COC(=O)c1ccc(NC(=O)CN2C(=O)NC3(CCC(C)CC3)C2=O)cc1 (stereo unspecified),6%
COc1ccccc1NC(=O)c1ccc(NC(=O)Cn2nc(C(=O)O)c3ccccc3c2=O)cc1,-4%
Cn1ccnc1-c1cn(Cc2ccccc2Cn2cccn2)nn1,-6%
COc1ccc(-c2cc(C(=O)N3CCCCCC3)c3ccccc3n2)cc1,?
CC(C)CN1C(=O)C2(CC(=O)Nc3c2cnn3Cc2ccccc2Cl)c2ccccc21 (stereo unspecified),1%
Cc1ccc(S(=O)(=O)N2CCN(Cc3cc(Br)ccc3O)CC2)cc1,-29%
NC(=O)c1ccc(NC(=O)COC(=O)c2c[nH]c3ccccc23)cc1,5%
COc1ccc(CCC(=O)N2CCC(c3n[nH]c(=O)n3-c3ccccc3)CC2)cc1,-3%
Cc1ccc(C)c(Cn2cnc3c(cnn3-c3ccc(F)cc3)c2=O)c1,11%
O=c1cc(-c2ccccc2)c2ccc(OC/C=C/c3ccccc3)cc2o1,?
O=C1COc2ccc(C(=O)CSc3nnc(-c4cccc(Cl)c4)o3)cc2N1,4%
COc1cc(/C=C(/C#N)C(=O)Nc2cccc3ncccc23)cc(OC)c1OC,-23%
COCCN1Cc2ccc(NCc3ccccc3)nc2C(C)(C(=O)Nc2ccccc2)C1 (stereo unspecified),?
COc1ccccc1/C=C/C=N/n1c(-c2ccccc2)n[nH]c1=S,-7%
O=C(CSc1nc2c([nH]c3ccccc32)c(=O)n1-c1ccccc1)Nc1ccccc1F,-15%
NCCOc1ccc(OCCN)cc1,4%
COCCNc1ncnc2c1cnn2-c1cc(Cl)ccc1C,2%
O=C1CCN(C(=O)Nc2ccccc2)CCCCCCN1,14%
O=C1NCCCCCCN(C(=O)NCCc2ccccc2)[C@H]2CCC[C@@H]12,11%
CCOc1ccc(OCc2ccc(C(=O)NN)o2)cc1,?
CC1=NN(c2ccccc2)C(=O)/C1=C\C=C\c1ccccc1,?
COC(=O)[C@]12C[C@H](CC(=O)N3CCC(c4ccccc4)CC3)C(=O)N(Cc3ccco3)C1=C[C@H](COCc1ccccc1)O[C@@H]2C,-35%
COc1ccc(C(=O)N2CCC(Oc3cccnc3)C2)cc1 (stereo unspecified),-1%
OC1CC(c2cc(NCC3(c4ccccc4)CCOCC3)ncn2)C1 (stereo unspecified),21%
CCCCOc1ccc(-c2nc(C3CC(=O)N(c4ccc(F)cc4)C3)no2)cc1 (stereo unspecified),32µM*
Cc1cccc(C(=O)N2CCCC(c3nc(C(C)C)no3)CCNC(=O)CC2)c1 (stereo unspecified),-21%
CN(C)CCC(=O)N1Cc2ccccc2CC2(CCCN(CC3CCOCC3)C2)C1 (stereo unspecified),11%[115 µM]
CCc1ccc(CN2C(=O)c3ccccc3C2C(=O)NC2CCCCCC2)cc1 (stereo unspecified),?
COCCN1C(=O)CC[C@]2(C(=O)N3CCSCC3)CCCC[C@@H]12,-5%
Cc1cc(C)c(-c2csc(NC(=O)CN(C)CC(=O)Nc3ccccc3C(F)(F)F)n2)c(C)c1,-5%
COC(=O)c1c(C)oc2ccc(OC(=O)C(C)(C)C)cc12,-6%
CC(=O)Nc1ccc(S(=O)(=O)[C@H]2CS(=O)(=O)C[C@@H]2N2CCCC2)cc1,-6%
Cc1ccc(C)c(NS(=O)(=O)c2cc3c(cc2Cl)NC(=O)CO3)c1,7%
Cc1cc(NC(=O)CCc2ncc(-c3ccc(Cl)cc3)o2)no1,25%
CC(C)NC(=O)NCc1nnc2n1C(C(=O)NCCc1ccc(Cl)cc1)CC2 (stereo unspecified),-11%[115 µM]

# Sorted by value in KDM5B inh (descending): some entries from above
Compound | KDM5B inh
Cc1cc(NC(=O)CCc2ncc(-c3ccc(Cl)cc3)o2)no1 | 25%
Cc1ccc(C)c(NS(=O)(=O)c2cc3c(cc2Cl)NC(=O)CO3)c1 | 7%
COCCN1C(=O)CC[C@]2(C(=O)N3CCSCC3)CCCC[C@@H]12 | -5%
CC(=O)Nc1ccc(S(=O)(=O)[C@H]2CS(=O)(=O)C[C@@H]2N2CCCC2)cc1 | -6%

# Other structures.
SMILES,KDM5B inh
Cc1nc2ncccn2c1C(=O)N1C[C@H]2C(=O)NC[C@@]2(C(=O)O)C1,28µM*
O=C(CN1C(=O)NC2(CCS(=O)(=O)CC2)C1=O)Nc1cccc(C(F)(F)F)c1,-13%
O=C1COc2cc(S(=O)(=O)CCC(=O)N3CCN(c4ccccc4F)CC3)c(Cl)cc2N1,4%
Cc1cc(C(=O)N2CCN(S(=O)(=O)c3ccc(C#N)cc3)CC2)c(C)n1C(C)C,-2%
CC1CCN(CC(=O)N2CCN(S(=O)(=O)c3ccccc3F)CC2)CC1,4%
CC(C)CCNC(=O)c1cc(-c2ccco2)nc2ccccc12,?
COCc1nnc(NC(=O)c2cccc3c2ccn3C)s1,?
Cc1noc(C)c1-c1cc2cc(C(C)C)oc2c(NC2CCN(C)CC2)n1,-22%[86.2 µM]
O=C(CCc1ccco1)N(Cc1cccs1)C1CC1,6%
Cc1ccccc1C(=O)Nc1ccc([C@H]2OCC(=O)N(Cc3ccncc3)[C@@H]2CO)cc1,-12%[86.2 µM]
COc1ccc(CC(=O)N2CCN(c3nc4ncccc4o3)CC2)cc1,?
CC(C#N)Sc1nnc2c(Cl)cc(C(F)(F)F)cn12 (stereo unspecified),72%[activator]
CCCNC(=O)N1CCC(Oc2ccccc2-c2nc(-c3ccncc3)no2)C1 (stereo unspecified),7%
COc1ccc(CCNC(=O)Cn2nnc(-c3ccc(C(F)(F)F)cc3)n2)cc1OC,2%
COc1ccc(CC(=O)N[C@@H]2CN(Cc3ccccc3)C[C@H]2CO)cc1,16%
CN1C(=O)C(CC(N)=O)=C2CCCCC21 (stereo unspecified),-28%
CCCCOc1ccc(S(=O)(=O)n2nc(C)c(S(=O)(=O)N3CCCCCC3)c2C)cc1,?
Cc1nnc2n1CCC(NC(=O)CCCc1nc3ccccc3s1)CC2 (stereo unspecified),-12%
CN(C)c1ccc(-c2nc(-c3cc4cc(Cl)ccc4oc3=O)cs2)cc1,-1%
CCn1cc(S(=O)(=O)N2C[C@@H](C(=O)NC)[C@H](c3n[nH]c(C)n3)C2)cn1,4%
Cc1cccc(C2N3CC4(C)CN2CC(C)(C3)C4=O)c1 (stereo unspecified),23%
Cc1nn(C)c2sc(C(=O)N3CCN(c4ncccn4)CC3)cc12,-17%
Cc1ccc(CNC(=O)C2(C)CN(S(C)(=O)=O)CC(=O)N2c2ccc(C(C)C)cc2)cc1 (stereo unspecified),15%
O=C(O)C(c1c[nH]c2ccc(OCc3ccccc3)cc12)N1CCN(CCOCCO)CC1 (stereo unspecified),-2%

# Brought forward from above: 3 compounds, followed by the next part.
SMILES,KDM5B inh
Cc1nn(C)c2sc(C(=O)N3CCN(c4ncccn4)CC3)cc12,-17%
Cc1ccc(CNC(=O)C2(C)CN(S(C)(=O)=O)CC(=O)N2c2ccc(C(C)C)cc2)cc1 (stereo unspecified),15%
O=C(O)C(c1c[nH]c2ccc(OCc3ccccc3)cc12)N1CCN(CCOCCO)CC1 (stereo unspecified),-2%
O=C(Nc1ccc(OC(F)(F)F)cc1)C1CCCN(S(=O)(=O)c2cccc3nonc23)C1 (stereo unspecified),-16%
COc1ccc(S(=O)(=O)N2CCC[C@H]2C(=O)Nc2cc(C)on2)cc1,-3%
CCN1CC(=O)C=C(C)C1,?
O=C1CC(c2noc(-c3ccc(F)cc3)n2)CN1c1ccc(Cl)cc1 (stereo unspecified),?
CN(C)[C@@H]1CN(C(=O)C2CC2)CC[C@]1(O)c1ccccc1,-20%
Cc1ccc(N2CCN(C(=O)C3CCN(c4ncnc5c4nc4n5CCCCC4)CC3)CC2)c(C)c1,-3%
COC1CCN(c2cc(-c3ccccc3)nc3c(C)noc23)CC1,0%[86.2 µM]
COc1cccc(-n2nnc3c(N4CCN(S(=O)(=O)c5ccc(C)c(C)c5)CC4)ncnc32)c1,15%
O=C1OC(c2ccc(F)cc2)=N/C1=C\C=C/c1ccccc1,-18%
CCOc1ccc(CCNC(=O)CCCn2c(=O)c3cccn3c3cccnc32)cc1,-20%
COCCN1CCn2c(nc3cc(NC(=O)Cn4nc(C)c5ccccc5c4=O)ccc32)C1,?
Cn1c(=O)c2c(nc(NCc3ccccc3)n2Cc2ccccc2Br)n(C)c1=O,-16%
CCOC(=O)c1ccc(NC(=O)CSc2nccn2Cc2ccc(OC)cc2)cc1,-8%
O=C(NCC1COc2ccccc2C1)c1nccnc1C(=O)N1CCCCC1 (stereo unspecified),29%
CSCCC(NC(=O)C1CCC(C)CC1)C(=O)Nc1ccc2c(c1)OCCO2 (stereo unspecified),-10%
CC(C)CNc1nc(N)c([N+](=O)[O-])c(N2CCCCCC2)n1,-6%
Cc1nnc(-c2cc(-c3ccc([S+](C)(=O)[O-])cc3)ccn2)n1Cc1ccccc1,?
Cc1cccc(NC(=O)c2cc3n(n2)CC(c2ccc(Cl)cc2)OC3)c1C (stereo unspecified),?
Cc1nc(C)c(C(=O)N2CCc3nn(Cc4ccccc4)c(=O)n3CC2)s1,-15%
Cc1ccc(-c2ccccc2)n1-c1cccnc1,?
COC(=O)C1=C(C)N(c2ccc3c(c2)OCO3)C(=O)NC1c1cc(Br)ccc1OC (stereo unspecified),-3%
COC(=O)/C(C#N)=C/N(C)C,17%
Cc1ccc(Cl)cc1NC(=O)c1cccc(NC(=O)N2CCSc3ncccc32)c1,?
O=C(NN1CC(C(=O)OCc2ccccc2F)CC1=O)c1ccccc1 (stereo unspecified),1%
CCc1ccccc1NC(=O)C1CCN(c2nc3ccccc3[nH]2)CC1,-5%
CCCCn1nc(C(=O)Nc2cccc(Cl)c2)c2ccccc2c1=O,-28%
Cc1cc2oc(C(=O)NCC(c3ccco3)N3CCCC3)cc(=O)c2cc1Cl (stereo unspecified),10%
CCc1nn(CC(=O)NCc2ccc(C)cc2)c(=O)c2cc3occc3n12,-22%
COc1ccc(C(=O)N2CCCC(c3nc(-c4ccccc4)no3)CCNC(=O)CC2)cc1 (stereo unspecified),-3%
O=C(O)c1cccc(-c2cc(C(F)(F)F)ccc2Cl)c1,28%[149 µM]
O=C(Nc1ccc2nc(SCC(=O)N3CCc4ccccc43)sc2c1)c1ccccc1F,-12%
CCCCCNC(=O)Cc1cccs1,31%[activator]
COC(=O)c1ccc(C2NC(=S)NC(C)=C2C(=O)OC(C)C)cc1 (stereo unspecified),-48%
Cc1ccnc(NC(=O)C2CC(=O)N(c3n[nH]c4cccc(F)c34)C2)c1 (stereo unspecified),-29%
COCC(=O)N[C@H]1C[C@@H](CO)N(Cc2cccc(F)c2F)C1,-14%
N#Cc1nc(COc2ccc(Br)cc2)oc1NCc1ccc2c(c1)OCO2,-3%
COc1ccccc1NC(=O)NC[C@H]1O[C@H](Cc2cc(-c3ccc(F)cc3)on2)CC[C@@H]1O,15%
Cc1nn2c(=O)cc(COC(=O)c3cccc(NC(=O)CCc4ccccc4)c3)nc2s1,-1%
Cn1ccnc1C(=O)N1C[C@@H](Oc2cccnc2)C[C@H]1C(=O)N1CCCC1,-12%
CN(C)c1cccc(NC(=O)c2ccc3c(c2)NC(C)(COc2cccnc2)CO3)c1 (stereo unspecified),?
COc1ccc(CCn2nc3n(c2=O)CCN(Cc2ccccc2C)C3=O)cc1,-12%
CC(C)c1noc(-c2cn(C3CCN(C(=O)c4ccc[nH]4)CC3)nn2)n1,14%
COc1ccc2cc(-c3nc(-c4ccccc4Cl)no3)c(=O)oc2c1,-11%
Cc1ccc(C(=O)NN=C(Cc2ccccc2)Cc2ccccc2)c(C)c1,36%
COC[C@H]1CCCN1Cc1nc(C2(O)CCN(C(C)=O)CC2)cs1,17%[86.2 µM]
Cc1nc([C@@H]2CN(C(=O)Cc3ccc(S(C)(=O)=O)cc3)C[C@H]2C(N)=O)n[nH]1,19%
NC(=O)C1CCN(C(=O)[C@H]2C[C@@H](O)[C@H](O)[C@@H]3N=C(Nc4cccc(C(F)(F)F)c4)S[C@@H]32)CC1,-2%
CCn1c(=O)n(CC(=O)Nc2ccccc2C)c2ccccc21,-3%

# Entries listed so far shown as hits in KDM5B inh.
SMILES,KDM5B inh
CCCCOc1ccc(-c2nc(C3CC(=O)N(c4ccc(F)cc4)C3)no2)cc1 (stereo unspecified),32µM*
Cc1nc2ncccn2c1C(=O)N1C[C@H]2C(=O)NC[C@@]2(C(=O)O)C1,28µM*

# (list continues)
SMILES,KDM5B inh
COC(=O)CSc1nc2ccsc2c(=O)n1Cc1ccco1,16%
CCOC(=O)CNC(=O)CSc1cn(CC(=O)N(CC)CC)c2ccccc12,7%
Cc1ccc(S(=O)(=O)C(CNC(=O)c2ccccc2F)c2cccs2)cc1 (stereo unspecified),-13%
Clc1ccc(-c2ccc(CN3CC[C@H]4CC[C@@H](C3)N4)o2)cc1,54%
Cc1ccc(N2C(=O)CC(Sc3cccs3)C2=O)cc1 (stereo unspecified),?
CCN(CC)S(=O)(=O)c1ccc(N2CC(C(=O)NCc3ccc4c(c3)OCO4)CC2=O)cc1 (stereo unspecified),-12%
Brc1ccccc1C1=Nn2c(nnc2-c2ccco2)SC1,17%

# Single entries from above.
# KDM5B inh result of `Cc1ccc(S(=O)(=O)C(CNC(=O)c2ccccc2F)c2cccs2)cc1` (stereo unspecified) = -13%
# KDM5B inh result of `COC(=O)CSc1nc2ccsc2c(=O)n1Cc1ccco1` = 16%
# KDM5B inh result of `CCOC(=O)CNC(=O)CSc1cn(CC(=O)N(CC)CC)c2ccccc12` = 7%
